Compound activity from PubChem BioAssay.
mcGAS lum – mouse cGAS inhibition by luminescence; Q8C6L5; 0.15% of 160,000 active; recombinant cGAS, Kinase-Glo ATP depletion luminescence; inhibition, % at 12.5 µM;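 further: 0% = negative control wells and 100% = reference inhibitor with no enzyme activity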
hcGAS inh – human cGAS inhibition; Q8N884; recombinant h-cGAS, ATP depletion, Kinase-Glo luminescence; inhibition, % at 12.5 µM; 0.081% of 290,000 active; AID 1259398;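 further: 0% = vehicle reaction and 100% = reaction without DNA for no activity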
Target sequence (Q8N884 whole entry, looked up): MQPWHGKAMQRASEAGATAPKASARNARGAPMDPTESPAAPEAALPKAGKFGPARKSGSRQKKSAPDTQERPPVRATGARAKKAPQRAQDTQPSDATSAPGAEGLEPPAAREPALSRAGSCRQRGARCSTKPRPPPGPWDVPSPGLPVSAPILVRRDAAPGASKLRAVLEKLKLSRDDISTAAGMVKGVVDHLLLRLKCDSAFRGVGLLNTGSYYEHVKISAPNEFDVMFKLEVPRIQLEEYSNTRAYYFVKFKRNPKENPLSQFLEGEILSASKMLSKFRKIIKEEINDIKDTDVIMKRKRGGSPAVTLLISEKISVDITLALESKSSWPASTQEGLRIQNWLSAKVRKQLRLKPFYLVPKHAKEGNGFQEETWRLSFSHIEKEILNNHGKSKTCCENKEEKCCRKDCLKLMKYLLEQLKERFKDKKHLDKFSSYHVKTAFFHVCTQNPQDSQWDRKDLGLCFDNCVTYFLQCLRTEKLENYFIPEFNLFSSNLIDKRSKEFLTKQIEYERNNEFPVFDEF
NPYLR7 agonist – activates Aedes aegypti NPYLR7 receptor | AID 1259423 | HEK293T NPYLR7/Galpha15, GCaMP6s calcium fluorescence | 0.15% of 270,000 active | activation, % at 10 µM; in the data active means activation above about 40%;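 further: 0% = vehicle and 100% = reference agonist at the receptor; some compounds past the cut are filed as inactive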
Active calls of the source: *; · = no result given; & = joins results of further samples. Unless noted, no stated cut-off is given here; in the data, active means inhibition above about 40%; inactive means the rest.

SMILES	mcGAS lum	hcGAS inh	NPYLR7 agonist
CCOC(=O)C1(CCCc2ccccc2)CCN(C(=O)c2ccc(C(C)=O)s2)CC1	-3	-2	-8
CCOC(=O)c1ccc(CNC(=O)C(CCSC)NC(=O)c2ccccc2)o1 (stereo not given)	·	-9	13
COc1cc(F)ccc1-c1ccccc1NC(=O)CN	-19	-2	0
CC(C)S(=O)(=O)c1ncc(CN2CCCCO2)n1Cc1ccccc1F	-10	-9	-3
CC1=NOC(C)(C(=O)N2CCCn3cncc3C2)C1 (stereo not given)	1	-3	0
Cn1c(NC(=O)c2ccco2)c(-c2cccs2)c(=O)c2ccccc21	·	2	-1
CC(C(=O)NC(=O)NC(C)(C)C)N1CCC(N2CCCCC2)CC1 (stereo not given)	-16	-7	15
CNS(=O)(=O)c1ccc(CCc2nc(CCc3ccccc3)n[nH]2)cc1	·	-9	-1
CC(C)c1ncc(C(=O)N2CCCC(Nc3ccc4c(c3)OCO4)C2)c(=O)[nH]1 (stereo not given)	·	-3	6
COc1ccc(-c2cc(=O)c3c(OC(C)=O)cc(OC(C)=O)cc3o2)cc1	4	-1	·
O=C(O)CN1C(=O)/C(=C\c2cccc3ccccc23)SC1=S	-3	3	-4
O=C1Nc2ccc(S(=O)(=O)NC3CCCC3)cc2C1=O	-3	-1	4
CC(C)OCCCNC(=O)CSc1nc2ccccc2c(=O)n1Cc1ccc(Cl)cc1	·	-4	0
CCC(C)N(Cc1ccc(C)cc1)Cc1ncnn1CC (stereo not given)	·	-5	4
CN(C)CCOc1ccc(/C(=C(/CCCl)c2ccccc2)c2ccccc2)cc1	·	1&-5	-7
C=CCN(Cc1ccc(Cl)s1)C(=O)C1CCCN(C(=O)N2CCCC2)C1 (stereo not given)	·	-1	-5
Cc1nn(C)c2nc(C(C)C)cc(C(=O)N3CCN(Cc4cccc5ccccc45)CC3)c12	-9	-7	9
O=C(CCC1CCCN(C(=O)Cn2cncn2)C1)N1CCN(Cc2ccccc2)CC1 (stereo not given)	·	-7	5
C=CCn1c(SC2CCCC2=O)nnc1-c1ccc(Cl)cc1 (stereo not given)	·	-6	3
Cc1ccc2c(c1)NC(=O)c1cc(NS(=O)(=O)C3CCCCC3)ccc1O2	·	12	-1

Record cards, as listed above.
Results for Cc1nn(C)c2nc(C(C)C)cc(C(=O)N3CCN(Cc4cccc5ccccc45)CC3)c12 = mcGAS lum: -9; hcGAS inh: -7; NPYLR7 agonist: 9
Results for COc1cc(F)ccc1-c1ccccc1NC(=O)CN = mcGAS lum: -19; hcGAS inh: -2; NPYLR7 agonist: 0

The results go on:
SMILES	mcGAS lum	hcGAS inh	NPYLR7 agonist
COc1ccccc1Oc1ncccc1CNC(=O)c1ccc(C)n(C)c1=O	-9	-9	4
CCC1SC(c2ccc(F)cc2)N(CCN(C)C(=O)CC(C)C)C1=O (stereo not given)	-6	-6	·
C=CCN1CCN(c2nc3ccccc3nc2C#N)CC1	·	-4	-14
COc1ccc(N(C)S(=O)(=O)c2ccc(OC)c(N3CCN(C(=O)c4cc(F)ccc4F)CC3)c2)cc1	2	2	5
COCCOc1nc(-c2cccc(OC)c2)n(-c2cccc(NC(=O)c3cccc(OC)c3)c2)n1	-6	1	3
CN=c1scc(-c2ccc(C)c(C)c2)n1N=Cc1ccc(O)c(O)c1O	-8	-5	6
COc1cccc(C(=O)Nc2ccc(-c3c(-c4ccccc4F)[nH]n(-c4cccc(C)c4)c3=O)cc2)c1	-1	-3	-13
O=C(NCCOCCO)c1c(O)nc2sccn2c1=O	-5	-10	-2
CCOc1ccccc1N=Nc1c(-c2ccccc2)[nH]n(-c2nc(-c3ccc(OC)cc3)cs2)c1=O	-1	16	5
Cc1ccc(C)c(Cn2nc(-c3ccco3)c3sc(C)nc3c2=O)c1	-4	5	3
COc1ccc(NC(=O)c2ccc3nc(C)c(N(C)C(=O)Nc4ccc(C(C)=O)cc4)n3c2)cc1OC	-2	-5	18
Cc1ccccc1CCN1CCCC(CN(C)C(=O)Nc2ccccc2)C1 (stereo not given)	·	-9	8
Cn1c(NNC(=O)c2ccc(-c3ccccc3)cc2)cc(=O)n(C)c1=O	-8	-7	3
Cc1ccc(C(=O)NNS(=O)(=O)c2ccccc2[N+](=O)[O-])cc1	·	-1	4
CCNC(=O)CN1CCC(OCCC(C)C)C1 (stereo not given)	·	0	1
CC(C)=CCC/C(C)=C/C(=O)NCCN(C(C)C)C(C)C	-7	-6	-8
CC(C)c1noc(CS(=O)CC(=O)NC(C)c2ccccc2)n1 (stereo not given)	·	-11	10
CCOC(=O)N1CCN(C(c2ccc(Cl)c(Cl)c2)C2Sc3nc(CC)nn3C2=O)CC1 (stereo not given)	0	-3	-5
COc1cc(Cl)cc2cc(C(=O)NCc3cccnc3N(C)C)oc12	·	-6	24
O=C1C2C3C=CC(C3)C2C(=O)N1CCCO (stereo not given)	-3	-5	7

As a short view, part of the list above.
SMILES	mcGAS lum	hcGAS inh	NPYLR7 agonist
Cc1ccccc1CCN1CCCC(CN(C)C(=O)Nc2ccccc2)C1 (stereo not given)	·	-9	8
Cn1c(NNC(=O)c2ccc(-c3ccccc3)cc2)cc(=O)n(C)c1=O	-8	-7	3
Cc1ccc(C(=O)NNS(=O)(=O)c2ccccc2[N+](=O)[O-])cc1	·	-1	4
CCNC(=O)CN1CCC(OCCC(C)C)C1 (stereo not given)	·	0	1

(next part)
SMILES	mcGAS lum	hcGAS inh	NPYLR7 agonist
O=C(Nc1ccc(-c2nc3ncccc3o2)c(Cl)c1)C1CCC1	-3	-2	0
O=C(NC1CCCC1)N1CCCCC1c1nncn1CC1CC1 (stereo not given)	-5	-13	·
CC(C)c1cc(C(=O)N2CCCC(CCc3ccc(F)cc3)C2)on1 (stereo not given)	-11	-3	·
CN(Cc1cccc(C#N)c1)Cn1ncc(Br)c(Br)c1=O	·	-4	4
CCOC(=O)C1C(=O)C=C(c2ccc(OC)cc2)CC1c1ccccc1OCC (stereo not given)	-4	-2	1
Cc1ccc2oc(C(=O)N(C)CCc3noc(C4CC4)n3)cc2c1	·	-5	13
COc1ccc(CNc2nnc(SCC(=O)NC(C)C(C)C)s2)cc1 (stereo not given)	·	-3	1
COc1ccc(-n2nnc(S(=O)(=O)c3ccc(C)cc3)c2C)cc1Cl	-2	4	-3
CCOc1cc([N+](=O)[O-])c(C(=O)Nc2nccs2)cc1OC	·	-8	10
CCCN1CCC(Cc2noc(-c3ncccc3C)n2)CC1	·	-2	2
COc1ccc(S(=O)(=O)Nc2ccc3sc4ccc(Cl)cc4c(=O)c3c2)cc1-n1cnnn1	·	6	5
CSc1ccc(CN2CCN(Cc3ccccc3F)C(CCO)C2)cc1 (stereo not given)	·	-10	19
O=C(CCN1CCNCC1)N1CCC2(CCNCC2)CC1	·	0	1
Cc1ccc(C)c(NC(=O)C(C)Sc2ccc3c(c2)NC(=O)CO3)c1 (stereo not given)	·	-12	2
COc1ccc(CN(C)S(=O)(=O)c2cccc(Br)c2)c(OC)c1	·	-1	0
Cc1cnc(C(=O)N2CCCN(CC3CC3)C(C(C)C)C2)cn1 (stereo not given)	·	-4	16
COc1nc(-c2ccccc2C)n(-c2ccc(NC(=O)c3ccc(Cl)cc3)cc2)n1	-3	-1	11
CCCN(CC(=O)N(CCc1c[nH]c2ccccc12)Cc1ccccc1OC)C(=O)c1ccccc1C	-3	-11	-1
CCOC(=O)C1CCCN(c2nc(CC(C)C)nc3sc4c(c23)CCCCC4)C1 (stereo not given)	-2	0	0
CC(C)N=c1ccccn1-c1ccc(S(=O)(=O)N(C)C)cc1C(=O)O	·	-13	8

The closing 2 entries of the section above come first, to join the parts.
SMILES	mcGAS lum	hcGAS inh	NPYLR7 agonist
CCOC(=O)C1CCCN(c2nc(CC(C)C)nc3sc4c(c23)CCCCC4)C1 (stereo not given)	-2	0	0
CC(C)N=c1ccccn1-c1ccc(S(=O)(=O)N(C)C)cc1C(=O)O	·	-13	8
O=C(CCc1ccccc1)N1CCCC(OCc2ccc(F)cc2)C1 (stereo not given)	-4	-2	2
O=C(c1cscn1)N1CCCC(CO)(Cc2cccc(Cl)c2)C1 (stereo not given)	-9&-3	-7&-3	-2&7
CC1(C(=O)NS(=O)(=O)c2cccc(C#N)c2)CCN1C(=O)CCC1CCCC1 (stereo not given)	·	-8	3
O=c1sc2ccccc2n1Cc1nnc(-c2ccccc2Cl)o1	·	1	3
Cc1ccccc1C1SC(C)C(=O)N1CCN1CCN(C(=O)Nc2ccc(C(F)(F)F)cc2)CC1 (stereo not given)	-2	-4	0
COc1ccccc1CN1C(=O)C(C)Sc2ccc(C(C)=O)cc21 (stereo not given)	·	-5	-1
O=C(CSc1ccc(-c2ccccc2)nn1)NC1CCCC1	-7	2	-1
CO/N=C(/C(=O)NCCNc1cccc2ccccc12)c1csc(NC=O)n1	-2	-3	-22
C=CCN(CC(=O)N(CCc1ccccc1)Cc1ccc(C)o1)C(=O)CC	-4	-6	·
CNCCN1C(=O)C(C)SC1c1ccccc1C (stereo not given)	-4	0	-2
CC(=O)N1CCC(N2CCCC(Nc3ccccc3)C2)CC1 (stereo not given)	·	-4	0
CCCC(=O)N1CCS(=O)CC1	-6	3	3
Cc1cccn2c(CNCCc3ccccn3)c(C(=O)N3CCOCC3)nc12	·	-4	-12
COCCCNC(=O)c1cc(-c2ccccc2)n(-c2ccc(OC)cc2OC)c1C	-5	-9	22
Cc1ccc(S(=O)(=O)N2CCN(C(=O)c3ccc[nH]3)CC2)cc1C	·	-3	0
Cc1cccc(-c2noc(N3CCOCC3)c2CN(CC2CC2)C(=O)c2ccc(F)cc2)c1	-3	1	0
CCOC(=O)c1cc(-c2ccc(N3CCN(C(=O)c4cccs4)CC3)cc2)n(-c2ccccc2Cl)n1	-5	-5	20
O=C(c1ccc(=O)[nH]c1)N1CCCC2(C=Cc3ccccc3O2)CC1 (stereo not given)	·	-3	-2
CCCCN(CC(=O)N(CCc1c[nH]c2ccccc12)Cc1ccc(C(C)(C)C)cc1)C(=O)Cc1ccccc1	2	-1	-12
Cc1nc(-c2c(-c3c(C)cc(O)cc3O)n[nH]c2C(F)(F)F)cs1	·	-5	0
COc1cc2c(cc1OC)C(c1cccc(C(F)(F)F)c1)N(C(=O)COCc1ccccc1)CC2 (stereo not given)	-6	-1	-3
COc1ccc(Br)cc1S(=O)(=O)Nc1ccc(C)c(Cl)c1	-8	2	5
COc1ccc(CCn2nc(C(=O)N(C)C)c3c2CCN(C(=O)c2n[nH]c4c2CCCC4)C3)cc1	-7	-10	20
CS(=O)(=O)c1cccc(NC(=O)c2ccc(COc3ccccc3)o2)c1	-9	-3	5
O=C([C@@H]1Cc2nc[nH]c2CN1)N1CCOCC1	-8	-6	-9
CCCCN(CC(=O)N(Cc1cccn1Cc1ccccc1Cl)CC(C)C)S(=O)(=O)/C=C/c1ccccc1	-6	-4	·
CCc1cc(=O)[nH]c(-n2nc(C)cc2NC(=O)c2ccc(S(=O)(=O)N(C)C)cc2)n1	-7	-11	9
Cc1oc(CO)cc1C(=O)O	-8	-13	5
O=S(=O)(Nc1ccccc1F)c1cnc[nH]1	·	-10	13
Cc1nc(C(C)C)sc1C(=O)NC(C)c1ccc(F)cc1 (stereo not given)	·	-15	7
CN(C)S(=O)(=O)c1ccc(NC(=O)C2COc3ccccc3O2)cc1 (stereo not given)	·	-8	17
CC(C)CN1CCC(NC(=O)N2CC=C(c3ccccc3)CC2)CC1	·	-14	-1
CCN1CCCC(CN(C)c2nc3nonc3nc2NCCCOC)C1 (stereo not given)	·	-7	-1
Cc1ccc(NC(=O)c2cccc(C(C)(C)C#N)c2)cc1Nc1ccc2ncn(C)c(=O)c2c1	-10	-9	-2
Cc1ccc(S(=O)(=O)N2CCN(c3ccc(-n4cccn4)nn3)CC2)cc1	-11	-3	-2
CN(Cc1cn[nH]c1-c1ccc(F)cc1)C(=O)c1ccccc1C1CCNC1 (stereo not given)	·	-4	16
Cc1cn2c3c(=O)n(C)c(=O)n(C)c3nc2n1C(C)C	·	-4	0
Cc1nc(CNC(=O)[C@H](N)CC(C)C)nc2c1CCCC2	·	-8	2
CC1(C(=O)NS(=O)(=O)c2ccccc2Cl)CCN1C(=O)Cc1ccsc1 (stereo not given)	·	6	0
COc1ccc(OC)c(-c2cccc(-c3cccc(NC(=O)CCc4ccccc4)c3)n2)c1	-5	-4	-5
O=C(Nc1ccc2c(c1)OCO2)c1cnn(-c2ccccc2)c1C(F)(F)F	·	-12	1
CCCc1cc(C(=O)N(C)CC2(C)CCN(C)C2)n(C)n1 (stereo not given)	-6	-5	·
CC(=O)NC1(C(=O)N(C)Cc2c(C)noc2C)CCCCC1	·	5	-5
CCCCNC(=O)C1(C)CCN1C(=O)c1cccc2c1OCCO2 (stereo not given)	-7	-12	7
COc1ccc(OC)c(C2SCC(=O)N(CC(=O)N3CCCC3)c3c2c(-c2ccccc2)nn3-c2ccc(F)cc2)c1 (stereo not given)	-2	-2	15
Cc1cccc(C(=O)N(Cc2cccc(F)c2)Cc2cc(NC(=O)C3CC3)ccc2N(C)C)c1	-5	-1	2
N#Cc1cc(F)c(S(=O)(=O)N2CCCC3CCCCC32)c(F)c1 (stereo not given)	-15	-15	4
COCCSc1nc(SC)nc2c3c(sc12)CC(C)(C)OC3	·	-1	-12
CCCc1nn(-c2ccccc2)c(C)c1C(=O)NCc1cccnc1	-3	-1	4
COC(=O)c1ccc(CSc2nc3sc4c(c3c(=O)n2CC2CCCO2)CCC4)o1 (stereo not given)	·	-2	2
